Lipid storage S3: qHTS Assay for Lipid Storage Modulators in Drosophila S3 Cells; Drosophila S3 cells, BODIPY lipid droplet fluorescence, 18-24 h; cells fed with added oleic acid; lipid storage change, negative = inhibition, % at the top dose, mostly 46.1 µM; hits show Potency in µM; 320,000 tested, 0.64% active; AID 2685; active means well fitted inhibition curve with a large enough effect in the signal ratio, with a control signal flat, not every such curve was filed as active; inconclusive means small, poorly fitted or top-dose-only effect, or effect the other way, or a change in a side signal; the % refers to the signal ratio
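Laser-scanning cytometry quantifies lipid droplet accumulation (500–530 nm total intensity; droplet/cell object ratio) in oleic acid-fed (400 uM added) Drosophila S3 cells treated with a concentration series. 20 uM Triacsin C defined 100% inhibition.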
Lipid storage S3 cell count max: further read-out of Lipid storage S3, marked with its call; cell number change, %; measured here: cell count max response;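 cells counted by Cell Tracker Red CMTPX staining in the red channel; peak over a dose series mostly up to 46.1 µM; percent activity relative to internal control wells on each plate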
The depositor's hits bear a star; i = inactive; ? = inconclusive; nt = no result given. On the % scale 0 is the no-effect control and ±100 the full control effect; potency means the concentration at half of the fitted maximal effect. An excerpt (hit frequency here may not be typical).

Lipid storage S3 cell count max	Lipid storage S3	mol
nt	?	CCOc1ccc(NC(=O)CCCNC(=O)Cn2cnc3sc(C)c(C)c3c2=O)cc1
-11	i	O=C1CC(=O)Nc2cc(S(=O)(=O)NCc3cccs3)ccc2N1
-10	9%	CNC(=O)N(O)C1N(/N=C/c2cccnc2)C(=S)SC1(C)C (stereo not drawn)
nt	?	Cc1cc(-c2ccc(C(C)C)c(S(=O)(=O)N3CCN(c4ccccc4)CC3)c2)on1
-3	-16%	O=C(CNC(=O)c1ccc(OC(F)F)cc1)NCC1(N2CCOCC2)CCCCC1
-18	8%	Cn1c(SCC(=O)NC2CCCCCC2)nnc1-c1cccs1
nt	?	O=C1CSC(c2cccc([N+](=O)[O-])c2)N1c1ccccc1 (stereo not drawn)
nt	?	CN(C)S(=O)(=O)c1cccc(NC(=O)C2Cc3ccccc3CN2C(=O)c2ccccc2)c1 (stereo not drawn)
nt	?	COc1ccc(N2CCN(C(=S)Nc3cc(C)cc(C)c3)CC2)cc1
nt	?	CC1CCc2cc(F)cc3c(O)c(C(=O)NCC4CCCO4)c(=O)n1c23 (stereo not drawn)
nt	?	O=C(O)c1ncc(-c2ccccc2)cn1
nt	-3%	CC(C)c1ccc(-c2nnn(CCC(=O)O)n2)cc1

Lipid storage S3 cell count max	Lipid storage S3	mol
nt	?	CCOc1ccc(S(=O)(=O)N(CC(=O)O)c2ccc(C)cc2)cc1
nt	?	C/C(Cn1nnc([N+](=O)[O-])n1)=N\NC(=O)c1ccc(Cl)c(Cl)c1
-13	-20%	O=C(Cc1c(C(=O)O)[nH]c2ccccc12)NCCN1CCN(c2cccc(Cl)c2)CC1
nt	?	CCCN(CC(=O)Nc1ccccc1OC)C(=O)c1cc(-c2ccccc2)nn1-c1ccccc1
9	0%	CN(C)c1ccc(NC(=O)CSc2n[nH]c(-c3ccco3)n2)cc1
23	6%	CC(C)OC(=O)/C(=C\c1ccccc1)NC(=O)c1ccccc1
nt	?	CSc1cccc(N2CC(C(=O)Nc3cccc(S(=O)(=O)N4CCCC4)c3)CC2=O)c1 (stereo not drawn)
nt	?	CC(Sc1ccc(S(=O)(=O)N2CCN(C)CC2)cn1)C(=O)NC1(C#N)CCCCC1 (stereo not drawn)
nt	?	CC(=O)N1CCN(S(=O)(=O)c2ccc(C)cc2)C1C (stereo not drawn)
13	0%	Cc1ccc(-c2nn(-c3ccccc3)cc2C(=O)Nc2ccc(C)c(S(=O)(=O)N3CCOCC3)c2)cc1
-17	24%	COc1ccc(-n2c(CNC(=O)c3ccc(S(=O)(=O)N4CCCC4)cc3)n[nH]c2=S)cc1
nt	?	CCCCC1(O)CC(C(F)(F)F)=NN1C(=O)COc1ccccc1 (stereo not drawn)

Lipid storage S3 cell count max	Lipid storage S3	mol
nt	?	C/C(=N\NC(=S)NC(C)C)c1cccc([N+](=O)[O-])c1
nt	?	CC1CC(C)CN(C(=O)CSc2nc(N)cc(=O)[nH]2)C1 (stereo not drawn)
-5	5%	O=C(NCCC1CCCCN1S(=O)(=O)c1ccc(F)cc1)C(=O)NCc1ccncc1 (stereo not drawn)
12	14%	Cc1ccc([N+](=O)[O-])cc1NC(=O)CN(C)CCOc1ccccc1
nt	?	Oc1c(Br)cc(/C=N/n2c(-c3ccccc3)n[nH]c2=S)c(O)c1Br
5	4%	CC(C)/C=C(/C(=O)c1ccc(Cl)cc1Cl)n1cncn1
nt	?	COc1cc(NC(=O)CN2C(=O)c3ccccc3S2(=O)=O)cc(OC)c1
6	-2%	O=c1c(C(c2ccc(Br)cc2)c2c(O)nc3n(c2=O)CCCS3)c(O)nc2n1CCCS2
nt	?	C=CCn1c(-c2cccn(Cc3cccc(Cl)c3)c2=O)n[nH]c1=S
nt	?	CC(C)Cn1nc(NC(=O)C(C)(C)C)c2cc3ccccc3nc21
nt	?	CCCc1cc(=O)n2[nH]c(-c3cccc(Br)c3)cc2n1
-17	-11%	COc1ccc(CN(C(=O)c2snc(C(N)=O)c2N)C(C(=O)NC(C)(C)C)c2ccco2)cc1 (stereo not drawn)

Lipid storage S3 cell count max	Lipid storage S3	mol
nt	?	CCCc1cc(=O)[nH]c(SCC(=O)Nc2ccc(Br)cc2Br)n1
nt	?	CC(C)(C)C(=O)NC(Nc1cccc2cccnc12)C(Cl)(Cl)Cl (stereo not drawn)
nt	?	NC(=S)N/N=C1\CCSc2ccc(Cl)cc21
nt	?	Cc1ccc(-n2cc(CCCCCCCCC(=O)O)nn2)cc1
11	-12%	COCc1cc(C)nc2sc3c(=O)n(-c4cccc5ccccc45)nnc3c12
-8	i	CCOC(=O)c1cc(-c2ccccc2)n(CC(=O)N2CCCC2)c1C
-1	1%	COC(=O)c1ccccc1NC(=O)Nc1nnc(N2CCCCC2C)s1 (stereo not drawn)
nt	?	COc1ccccc1N=Nc1c(O)[nH]c2ccc(Br)cc12
14	i	O=C(NCCN1CCOCC1)c1ccc2c(c1)N(Cc1ccccc1)C(=O)c1ccccc1S2
nt	?	COc1cc(C(=O)N/N=C/c2ccc3c(c2)c2ccccc2n3C)ccc1O
2	-3%	Cc1oc(C(N)=O)nc1-c1ccccc1
17	-2%	CCOc1ccccc1CNC(=O)c1nn(C)c2c1CS(=O)(=O)c1ccccc1-2

No new results follow: 16 of the compounds above.
Lipid storage S3 cell count max	Lipid storage S3	mol
nt	?	CCOc1ccc(NC(=O)CCCNC(=O)Cn2cnc3sc(C)c(C)c3c2=O)cc1
-11	i	O=C1CC(=O)Nc2cc(S(=O)(=O)NCc3cccs3)ccc2N1
-10	9%	CNC(=O)N(O)C1N(/N=C/c2cccnc2)C(=S)SC1(C)C (stereo not drawn)
nt	?	Cc1cc(-c2ccc(C(C)C)c(S(=O)(=O)N3CCN(c4ccccc4)CC3)c2)on1
-3	-16%	O=C(CNC(=O)c1ccc(OC(F)F)cc1)NCC1(N2CCOCC2)CCCCC1
-18	8%	Cn1c(SCC(=O)NC2CCCCCC2)nnc1-c1cccs1
nt	?	O=C1CSC(c2cccc([N+](=O)[O-])c2)N1c1ccccc1 (stereo not drawn)
nt	?	CN(C)S(=O)(=O)c1cccc(NC(=O)C2Cc3ccccc3CN2C(=O)c2ccccc2)c1 (stereo not drawn)
nt	?	COc1ccc(N2CCN(C(=S)Nc3cc(C)cc(C)c3)CC2)cc1
nt	?	CC1CCc2cc(F)cc3c(O)c(C(=O)NCC4CCCO4)c(=O)n1c23 (stereo not drawn)
nt	?	O=C(O)c1ncc(-c2ccccc2)cn1
nt	-3%	CC(C)c1ccc(-c2nnn(CCC(=O)O)n2)cc1
nt	?	CCOc1ccc(S(=O)(=O)N(CC(=O)O)c2ccc(C)cc2)cc1
nt	?	C/C(Cn1nnc([N+](=O)[O-])n1)=N\NC(=O)c1ccc(Cl)c(Cl)c1
-13	-20%	O=C(Cc1c(C(=O)O)[nH]c2ccccc12)NCCN1CCN(c2cccc(Cl)c2)CC1
nt	?	CCCN(CC(=O)Nc1ccccc1OC)C(=O)c1cc(-c2ccccc2)nn1-c1ccccc1

(more compounds)
Lipid storage S3 cell count max	Lipid storage S3	mol
nt	?	COc1ccc(CC(=O)N(C)CC(=O)Nc2cccc(F)c2)cc1S(=O)(=O)N1CCOCC1
nt	?	CCOC(=O)C=C1CCN(c2ncc(C(F)(F)F)cc2Cl)CC1
9	4%	CC(C)CN1CN(Cc2ccccc2)CNC1=S
2	20%	COc1cc2nc(N(C)C)nc(N)c2cc1OC
nt	?	S=c1[nH]nc(CSc2nc3ccccc3s2)n1C1CCCCC1
nt	?	O=C1CC(c2ccc(Cl)c([N+](=O)[O-])c2)c2ccc3ccccc3c2N1 (stereo not drawn)
nt	12%	COc1ccc(-c2nc(CS(=O)CC(=O)NCc3cccnc3)c(C)o2)cc1 (stereo not drawn)
23	1%	Cc1cc(NS(=O)(=O)c2cccc([N+](=O)[O-])c2)no1
nt	?	O=C(O)CCCc1nc(-c2ccc(Cl)cc2)no1
nt	?	COc1ccc(C(=O)CC(c2ccccc2)S(=O)(=O)c2ccc(C)cc2)cc1 (stereo not drawn)
nt	?	COc1ccc(C(C(=O)NC2CCCC2)N(Cc2ccc(C)cc2)C(=O)c2ccn[nH]2)cc1OC (stereo not drawn)
nt	?	COC(=O)N/N=C/c1ccc(Oc2ccccc2)cc1

Lipid storage S3 cell count max	Lipid storage S3	mol
nt	?	CCN(CC)C(=O)Oc1ccc2c(c1)O/C(=C\c1ccco1)C2=O
13	i	CCc1cccc2c(C=C(C#N)C#N)cn(CC(=O)N3CCCC3)c12
0	1%	Fc1ccccc1Cc1noc(CN2CCN(Cc3ccc4c(c3)OCO4)CC2)n1
nt	?	CCOC(=O)c1ccc(NC(=S)N(CCCN2CCCCCC2)Cc2ccco2)cc1
nt	?	CN(C)c1ccc(C(CNS(=O)(=O)c2ccc3ccccc3c2)c2c[nH]c3ccccc23)cc1 (stereo not drawn)
16	5%	CCOC(=O)Cc1cc(=O)[nH]c(/N=C(\N)Nc2ccc(OC)cc2)n1
nt	?	COc1ccc([C@H]2CC(=O)C=C(c3ccc(NC(C)=O)cc3)C2)cc1OC
nt	?	CCn1cc(-c2cc(C(=O)O)c3ccccc3n2)c(C)n1
nt	?	CCCCCCc1cc2cc(/C(N)=N/NC(=O)c3ccncc3)c(=O)oc2cc1O
nt	?	CCN(CC)CCCN1C(=O)c2oc3ccccc3c(=O)c2C1c1cc(OC)ccc1OC (stereo not drawn)
nt	?	CCCC(=O)NC(=S)Nc1cccc(Cl)c1N1CCCCC1
-12	-12%	NC(=O)C1=C[C@@H](c2ccc(C(F)(F)F)cc2)C[C@@H](OCc2ccc(CO)cc2)O1

Lipid storage S3 cell count max	Lipid storage S3	mol
nt	?	Clc1ccc(OCCOCCN2CCc3ccccc3C2)c(Cl)c1
nt	?	Cc1cccc(C(=O)N(CC(=O)Nc2sc(C)c(C)c2C(N)=O)C2CCCC2)c1
-4	1%	Clc1nc2c(-c3ccccc3)nnn2c2ccccc12
9	0%	C/C(=C\C(=O)c1ncc(C(F)(F)F)cc1Cl)N(C)C
7	i	Cc1cc(C)nc(N2CCC(C(=O)Nc3cccc(C(F)(F)F)c3)CC2)n1
nt	?	CCOc1ncccc1C(=O)OCC(=O)N(CC(C)C)C1CCS(=O)(=O)C1 (stereo not drawn)
25	11%	CCN(CC)CCCN(Cc1cc2cc3c(cc2[nH]c1=O)OCO3)C(=S)Nc1ccccc1OC
nt	?	COc1cccc(C(C(=O)NC2CCCC2)N(C(=O)c2ccco2)C2CC2)c1OC (stereo not drawn)
nt	?	Cc1nn(Cc2ccc(F)cc2)c2sc(C(=O)Nc3nccs3)cc12
nt	?	CC(=O)CCC(=O)OCC(=O)Nc1ccc(SC(F)F)cc1
9	i	COc1ccc(CCN(C)C(=S)Nc2ccc(SC(F)F)cc2)cc1OC
nt	?	CCCSc1ncnc2c1oc1ccccc12

Lipid storage S3 cell count max	Lipid storage S3	mol
nt	?	CC(=O)c1cccc(NC(=O)C2CCCN(S(=O)(=O)c3cccc4cccnc34)C2)c1 (stereo not drawn)
nt	?	COc1ccccc1CNC(=O)C1Cc2cc(S(=O)(=O)N3CCCCC3)ccc2N1C(C)=O (stereo not drawn)
4	1%	O=C(NC(c1ccccc1)c1ccccn1)c1cccc([N+](=O)[O-])c1 (stereo not drawn)
nt	?	O=C(C1CC(c2ccccc2O)=NO1)N1CCc2ccccc2C1 (stereo not drawn)
nt	23%	CCn1cc(CNC(=S)Nc2cccc3ccccc23)cn1
nt	?	COc1ccccc1C(=O)N/N=C(\C)CC(=O)Nc1ccccn1
nt	?	COC(=O)c1ccccc1NCc1cc(=O)oc2cc(O)c(O)cc12
15	i	CCc1cccc2c1NC(=O)C21OCCO1
0	13%	O=C(c1ccc(S(=O)(=O)Cc2ccccc2F)c([N+](=O)[O-])c1)N1CCCC1
nt	?	CCC1C(=O)NCCN1C(=O)c1ccccc1OC1CCN(S(C)(=O)=O)CC1 (stereo not drawn)
nt	?	Cc1ccc(N(C)C(=O)N2CCN(S(=O)(=O)c3ccc(C)cc3)CC2)cc1
18	2%	CCc1nc2ccccc2[nH]c1=O

Lipid storage S3 cell count max	Lipid storage S3	mol
14	16%	C/C(=C\C(=O)c1ccc(C)cc1)Nc1ccc(N2CCOCC2)cc1
-8	-2%	Cc1noc(C)c1C(=O)N(C)Cc1ccccc1
nt	?	Cn1nnc2c(N3CCCCC3)nccc21
nt	?	Cc1cc(NCC2CCCO2)n2c(nc3ccccc32)c1C#N (stereo not drawn)
nt	?	Cc1ccc(-n2nnnc2SCC(=O)N2CCNC2=O)cc1C
nt	?	CC1CCCC(C)N1C(=O)COC(=O)c1cc(-c2cccs2)nn1-c1ccccc1 (stereo not drawn)
nt	?	O=C1C=C(Nc2ccccc2)c2ccccc2C1=O
6	8%	O=C(CSc1ccc(F)cc1)Nc1ccc(C2SCCS2)cc1
nt	?	Cc1ccc([N+](=O)[O-])cc1-c1ccc(/C=C(\C#N)c2[nH]nc(N)c2C#N)o1
-8	10%	Cn1nc(C(F)(F)F)c2cc(C(=O)N3CCOCC3)sc21
-1	2%	NC1=NC(=O)S/C1=C\c1ccc(F)cc1
11	22%	NC(=O)c1cccn1Cc1ccccc1Cl

Lipid storage S3 cell count max	Lipid storage S3	mol
12	-10%	C=CCCC(=O)N1CCC(n2nccc2NC(=O)CCCc2ccccc2)CC1
nt	?	C(=N\N1CCN(Cc2ccccc2)CC1)/c1ccccc1
5	15%	CCOc1ccc2[nH]c(=O)c(CN(CCc3ccccc3)C(=O)N3CCCC3)cc2c1
nt	?	CCc1ccccc1OCCCCN1CCCC1
nt	?	O=C(CSc1ncnc2c1cnn2-c1ccccc1)NC1CCCC1
-5	8%	c1ccc(C[C@H]2CNCCN2CCC23CC4CC(CC(C4)C2)C3)cc1
nt	?	CCN(CC(=O)Nc1c(F)cccc1F)C(=O)c1ccc2ccccc2n1

Screening data from PubChem BioAssay.
